High-throughput results from PubChem.
FAS TE block – FAS thioesterase domain inhibitors, primary screen, biochemical, fluorescence intensity, uHTS | inhibition, % at 15 µM | 0.67% of 360,000 active | recombinant FAS-TE, OMFH fluorogenic substrate, fluorescence endpoint;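 active = compounds whose normalised, plate-corrected inhibition of enzyme fluorescence in the single-dose primary screen is 50% or more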;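 also: 0% = DMSO with enzyme and 100% = substrate without enzyme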
CSN deneddyl inh – inhibitors of CSN-mediated cullin deneddylation, primary screen, biochemical, fluorescence polarization, uHTS | 0.38% of 360,000 active | COP9 signalosome complex subunit 5 (Homo sapiens), Q92905 | Purified CSN, SCF-Nedd8-OG deneddylation | inhibition, % at 12.5 µM;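 active = pattern-corrected inhibition above about 35%, with an unprinted fluorescence ratio check between 0.5 and 1.5, limit read from the data, passing the limit was not always enough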;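 also: 0% = enzyme with substrate and 100% = substrate without enzyme; some results filed as inactive read as strong as hits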
Target sequence (Q92905 whole entry, looked up, one chain of several): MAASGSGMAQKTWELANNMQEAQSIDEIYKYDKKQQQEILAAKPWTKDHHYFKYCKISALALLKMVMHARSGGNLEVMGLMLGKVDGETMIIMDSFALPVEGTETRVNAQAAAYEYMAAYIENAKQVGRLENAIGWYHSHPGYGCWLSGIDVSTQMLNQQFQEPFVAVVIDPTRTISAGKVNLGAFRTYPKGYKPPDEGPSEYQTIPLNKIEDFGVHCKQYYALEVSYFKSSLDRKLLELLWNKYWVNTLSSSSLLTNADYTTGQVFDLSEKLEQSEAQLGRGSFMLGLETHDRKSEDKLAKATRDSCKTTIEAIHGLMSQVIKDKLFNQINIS
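test system = HEK293T-derived human Csn5 enzyme | amount = 0.24 nM Csn5 enzyme, final concentration | medium = Tris/NaCl/DTT buffer, pH 7.5 | schedule = 90 min reaction at room temperature | signal = FP | evaluation = inhibition of Csn5 cleavage, % | compound dosing = single dose of 12.5 µM compound with 0.25% DMSO | probe or stimulus = 10 nM SCFSkp2-Nedd8OG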
NadD inh – inhibitors of S. aureus NadD, primary screen, biochemical, colorimetric, uHTS; Nicotinate-nucleotide adenylyltransferase NadD (Staphylococcus aureus N315); purified NadD enzyme, colorimetric absorbance read-out; inhibition, % at 20 µM; 0.78% of 360,000 active; AID 602399, 2012; in the data active = inhibition above about 26%; also: some compounds past the cut are filed as inactive
MT1-MMP act inh – blockers of MT1-MMP proenzyme processing, primary screen, HT1080 RFP-PRO-GFP cells, GFP/RFP fluorescence. GFP/RFP ratio change, % at 20 µM. Matrix metalloproteinase-14 (Homo sapiens), P50281. GFP/RFP ratio fluorescence, overnight; percent of plate control window, DMSO zero. 0.061% of 360,000 active;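 active = GFP/RFP ratio change of at least 30% with cell ATP level not reduced by more than half and red fluorescence within 50% of control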; also: strong numbers were not always called active
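Assay system: HT1080 RFP-PRO-GFP cells | Dosing: 20 µM single dose, 1% DMSO | Incubation: Cells overnight before dosing, compound overnight, 37 °C, 5% CO2 | Evaluation: GFP/RFP fluorescence ratio | Control set: DMSO-only wells and HT1080 RFP-L50D-GFP cell wells as references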
SKN-1 block – suppressors of acrylamide-induced Pgst-4::GFP reporter in worms, primary screen, SKN-1 inhibitor project, whole organism, uHTS, GFP/RFP fluorescence ratio, strain VP596; C. elegans VP596 Pgst-4::GFP/RFP ratio, 24 h; inhibition, % at 21.8 µM; 0.49% of 360,000 active; AID 624304, 2012;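 active = interference check ratio from 0.5 to 1.5 plus GFP to RFP signal ratio inhibition reaching or exceeding a fixed threshold, cut at about 30% in these data, passing the limit was not always enough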; also: some compounds called inactive have numbers as strong as hits
Rin1 Abl inh – inhibitors of Rin1-Abl protein binding, primary screen, biochemical, TR-FRET; 0.4% of 360,000 active; inhibition, % at 7.35 µM; Tyrosine-protein kinase ABL1 (Homo sapiens) + Ras and Rab interactor 1 (Homo sapiens), …; AID 588664, 2011; in the data active = inhibition above about 5%, passing the limit was not always enough
Neddyl block – inhibitors of cullin neddylation, primary screen, biochemical, TR-FRET, uHTS, NAE and Ubc12; NEDD8-conjugating enzyme Ubc12 (Homo sapiens) + NEDD8-activating enzyme E1 regulatory …; calls only at 25 µM; 0.58% of 360,000 active; AID 651699, 2012; in the data active = inhibition above about 36%
MLLE-PAM2 inh – inhibitors of PABP1 MLLE–PAM2 peptide binding, primary screen, biochemical, fluorescence polarization, FITC-PAM2, GST-MLLE. 0.36% of 360,000 active. AID 588489, 2011. inhibition, % at 20 µM. Polyadenylate-binding protein 1 (Homo sapiens), P11940; in the data active = inhibition above about 35%, passing the limit was not always enough;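 also: plate controls were DMSO wells with GST-MLLE for no effect and wells lacking GST-MLLE protein for full effect; some results filed as inactive read as strong as hits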
Rpn11 inh – Rpn11 (PSMD14) deubiquitinase inhibitors, primary screen, biochemical, fluorescence polarization, uHTS | human 26S proteasome, Ub4-pepOG fluorescence polarization; 20S core pre-blocked with epoxomicin | calls only at 20 µM | 0.59% of 360,000 active | AID 588493, 2011;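 active = inhibition at 20 µM, scaled to each plate's controls, above about 33%, limit read from the data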
Target sequence (O00487 whole entry, looked up): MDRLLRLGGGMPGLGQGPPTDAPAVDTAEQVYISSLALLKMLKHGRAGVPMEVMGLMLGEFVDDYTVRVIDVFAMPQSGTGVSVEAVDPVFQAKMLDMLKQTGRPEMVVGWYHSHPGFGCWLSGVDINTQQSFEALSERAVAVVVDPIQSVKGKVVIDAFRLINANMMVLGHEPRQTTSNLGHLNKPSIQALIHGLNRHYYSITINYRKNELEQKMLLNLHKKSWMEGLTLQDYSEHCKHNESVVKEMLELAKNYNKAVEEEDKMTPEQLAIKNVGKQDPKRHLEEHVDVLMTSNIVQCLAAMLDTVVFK
Numbers without * were called inactive; i = inactive; . = not tested or not shown; + = active, no number.

canonical_smiles | FAS TE block | CSN deneddyl inh | NadD inh | MT1-MMP act inh | SKN-1 block | Rin1 Abl inh | Neddyl block | MLLE-PAM2 inh | Rpn11 inh
CC(Sc1ncc(C(F)(F)F)cc1Cl)C(=O)NC(N)=O (centres undefined) | -4 | -2 | 1 | 0 | -1 | -1 | i | -5 | i
COC(=O)c1cccc(NC(=O)NC(=O)c2ccc(Cl)cc2)c1 | -2 | 4 | 10 | -3 | -4 | -1 | i | -2 | i
CCC(=O)Nc1nnc(S(=O)(=O)N(CC)c2ccc(OC)cc2)s1 | -2 | -1 | -6 | 3 | -3 | 2 | i | 5 | i
CCc1cccc(CC)c1NC(=O)COC(=O)c1ccccc1-c1nc2ccccc2s1 | 27 | 5 | 1 | . | -2 | -4 | i | -6 | i
CSc1cccc(NC(=S)N2CCCN(Cc3ccccc3F)C2)c1 | 10 | 0 | -2 | 2 | -1 | -3 | i | 7 | i
Cc1ccc(C)c(NC(=O)COC(=O)c2ccc[n+]([O-])c2)c1 | -10 | 10 | -5 | 0 | 12 | 0 | i | -34 | i
COCCCNC(=S)NC1CC2CCC(C1)N2Cc1ccccc1 (centres undefined) | -3 | -8 | -5 | 8 | -3 | 0 | i | -27 | i
CC1SC(C)C(=O)N(CC(=O)Nc2ccc3c(c2)OCO3)C1=O (centres undefined) | -2 | 2 | 0 | -1 | 0 | 1 | i | -6 | i
COC(=O)c1ccc(NC(=O)c2ccccc2)o1 | -9 | -1 | 1 | 1 | 8 | 0 | i | 12 | i
CCC(=O)N=c1n(C)c2ccccc2n1CCOc1ccccc1 | -15 | 0 | 5 | 0 | -1 | -1 | i | -6 | i
CC(NC(=O)C(C)N1C(=O)c2cccc([N+](=O)[O-])c2C1=O)c1ccccc1 (centres undefined) | 5 | -1 | -4 | -3 | 1 | 0 | i | 1 | i
O=C(C1CC=CCC1)N1CCN(S(=O)(=O)c2ccc(F)cc2)CC1 (centres undefined) | -3 | 1 | 4 | 2 | 15 | 1 | i | -25 | i
O=C(NNC(=O)C12CC3CC(CC(C3)C1)C2)c1ccncc1 | -6 | 2 | 1 | -2 | -2 | 3 | i | -3 | i
COC(=O)C1CCN(C(=O)c2ccc3nc(-c4cccc(OC)c4)oc3c2)CC1 | 5 | 3 | 0 | -1 | 8 | -2 | i | -8 | i
CC(=O)c1cccn1S(=O)(=O)c1ccccc1 | -3 | 3 | -1 | 0 | 6 | 1 | i | -4 | i
CC(C)Cn1c(=O)c2sccc2n2c(CCCC(=O)NC3CCN(Cc4ccccc4)CC3)nnc12 | -3 | 4 | -6 | -1 | 2 | 2 | i | 0 | i
CCOC(=O)N1CCN(CC(=O)N2CCC(C(N)=O)CC2)CC1 | -6 | 0 | -4 | 1 | -6 | -2 | i | -2 | i
COC(=O)Cc1c(OC)ccn(CCc2c[nH]c3ccccc23)c1=O | -4 | -2 | 4 | -1 | 5 | -4 | i | 19 | i
CCOC(=O)C1=C(COC(=O)COc2ccc(C(=O)CC)cc2)NC(=O)NC1C (centres undefined) | -4 | -1 | -1 | 4 | -7 | 2 | i | -11 | i
CCC(C(=O)N1CCN(S(C)(=O)=O)CC1)c1ccccc1 (centres undefined) | -2 | -2 | -3 | -2 | 20 | 5 | i | 6 | i
Cc1cc2oc(=O)sc2cc1NS(=O)(=O)c1ccccc1 | 1 | 1 | 2 | 1 | 1 | -1 | i | 8 | i
C[C@H]1CN([C@@H](C)CO)C(=O)CCCn2nncc2CO[C@H]1CN(C)C(=O)Nc1ccc(N2CCCCC2)cc1 | -6 | 3 | -3 | 3 | -7 | 0 | i | -5 | i
O=C(CCCCC(=O)NCCCc1ccccc1)NCCCc1ccccc1 | 1 | 2 | -3 | -3 | 11 | 2 | i | -11 | i
COc1ccc(NC(=O)c2ccc[n+]([O-])c2)cc1 | -5 | 5 | -4 | -3 | 4 | 1 | i | -12 | i
O=C(OCc1nc2ccccc2s1)c1cnccn1 | -4 | -2 | -1 | 13 | -4 | 4 | i | -13 | i

Additional structures follow.
canonical_smiles | FAS TE block | CSN deneddyl inh | NadD inh | MT1-MMP act inh | SKN-1 block | Rin1 Abl inh | Neddyl block | MLLE-PAM2 inh | Rpn11 inh
O=C(CCn1nnc2ccccc21)Nc1nnc(COc2ccccc2F)s1 | -4 | 8 | -1 | 2 | 12 | -2 | i | -5 | i
Cn1c(N)c(C(=O)COC(=O)c2cnc(Cl)c(Cl)c2)c(=O)n(C)c1=O | 3 | 1 | -3 | 1 | 6 | 1 | i | 16 | i
CN(C)C(CNC(=O)CNC(=O)c1ccc(Br)cc1)c1ccccc1 (centres undefined) | -4 | -5 | -4 | 3 | 1 | 0 | i | 7 | i
Cc1[nH]n(C(N)=S)c(=O)c1N=Nc1ccc(S(=O)(=O)N2CCCC2)cc1 | -3 | 1 | 14 | -3 | -12 | -1 | i | 42* | i
COc1ccc(-n2c(O)c(C=NC3CC3)c(=O)[nH]c2=O)cc1 | -7 | -1 | 3 | 3 | 0 | 2 | i | 1 | i
CC(Oc1ccccc1)C(=O)N(CCC1=CCCCC1)c1c(N)n(Cc2ccccc2)c(=O)[nH]c1=O (centres undefined) | 15 | 2 | 1 | -1 | 3 | 0 | i | -15 | i
CCCOc1ccc(C(=O)NNC(=S)NC(=O)c2ccco2)cc1 | 0 | 1 | 2 | -1 | -7 | -1 | + | -19 | i
Cc1ccc(NC(=O)CN(C)C(=O)COC(=O)c2ccc(NC(=O)CC#N)cc2)cc1 | -3 | -6 | 9 | -3 | 14 | 3 | i | -11 | i
COc1ccc(C(NC(=O)C(C)C)c2c(O)ccc3ccccc23)cc1 (centres undefined) | 2 | 1 | 7 | -7 | 5 | 2 | i | -5 | i
COc1ccc(C2C(CC(=O)O)=C(Nc3ccccc3)C(=O)N2c2ccccc2)cc1 (centres undefined) | 2 | 6 | 5 | 1 | 5 | -4 | i | -8 | i
CC1=C(C(=O)Nc2cccc(F)c2)C(c2ccsc2)C2=C(CC(C)(C)CC2=O)N1 (centres undefined) | -5 | -1 | 7 | 9 | 6 | -1 | . | -7 | i
O=C(CC1SC2=NCCN2C1=O)Nc1ccc(Br)cc1 (centres undefined) | -5 | 0 | -1 | 13 | 4 | 2 | i | -30 | i
CCCOc1ccc(C(CC(=O)O)NC(=O)c2sc3ccccc3c2Cl)cc1 (centres undefined) | -4 | 2 | 4 | -3 | 5 | -13 | i | -6 | i
O=C(NC1CC1)C1CCN(C2CCN(C(=O)CC3=CCCCC3)CC2)CC1 | -4 | -1 | -9 | 1 | 3 | 6 | i | -16 | i
O=C1OC(c2ccccc2)Cc2cc(C(=O)N3CCN(c4ccc(F)cc4)CC3)ccc21 (centres undefined) | 14 | 0 | 13 | 3 | 3 | -1 | i | 3 | i
Cc1cccn2c(=O)c(C=O)c(Nc3ccccc3)nc12 | -1 | 0 | 1 | -4 | 4 | 1 | i | 0 | i
CC(NC(=O)c1cc(S(=O)(=O)N2CCOCC2)cn1C)c1ccccc1 (centres undefined) | -7 | 2 | -2 | 4 | -20 | 0 | i | 5 | i
CCS(=O)(=O)n1nc(-c2ccco2)nc1SC | 0 | -1 | 5 | -4 | -6 | 0 | i | 32 | i
Cc1ccc(S(=O)(=O)NC(=O)N2CCCN(Cc3ccc(F)cc3)CC2)cc1 | -1 | 3 | -3 | -1 | -3 | -1 | i | 7 | i
CC(=O)OC1CCC2(C)C3CCC4(C)C(C(C)=O)CCC4C3CC3OC32C1 (centres undefined) | 17 | 2 | -4 | 3 | 10 | 2 | i | 3 | i
CC(C)OC(=O)c1c(-c2ccc(C(C)C)cc2)csc1NC(=O)C1CCCO1 (centres undefined) | 21 | 2 | 9 | -2 | -2 | 4 | i | 2 | i
Cc1cc(N/N=C/c2c(O)ccc3ccccc23)nc(-c2ccccc2O)n1 | 30 | 2 | 19 | 9 | 5 | -3 | . | -7 | i
CCc1nc2ccc(C(=O)N3CCN(S(=O)(=O)CC)CC3)cn2c1N(C)CCC(C)C | -3 | -3 | 2 | 1 | 4 | -1 | i | 10 | i
CC(=O)OCC1CCCC2=C(C)C(=O)CCC21COC(C)=O (centres undefined) | -8 | 0 | -1 | -1 | 14 | 1 | i | -10 | i
COc1ccc(/C=N/NC(=O)c2c(C)nc3ccc(Cl)cn23)cc1OC | -1 | -2 | -1 | -3 | -10 | -1 | i | 9 | i

(more compounds)
canonical_smiles | FAS TE block | CSN deneddyl inh | NadD inh | MT1-MMP act inh | SKN-1 block | Rin1 Abl inh | Neddyl block | MLLE-PAM2 inh | Rpn11 inh
O=c1cc(CN2CCOCC2)c2cc(Cl)c(O)cc2o1 | -5 | 1 | 3 | 0 | 7 | 0 | . | 4 | i
c1ccc(-n2nnnc2Oc2cccc3cccnc23)cc1 | -7 | -3 | -2 | 0 | 2 | 0 | i | -7 | i
c1ccc(Nc2ccccn2)cc1 | -10 | 3 | -3 | 6 | 10 | 2 | i | 6 | i
CCc1ccc(-c2nc(CS(=O)CC(=O)NCc3ccccc3)c(C)o2)cc1 (centres undefined) | -4 | 1 | -4 | -2 | -1 | -3 | i | -3 | i
COC(=O)[C@@]12C[C@@H](CC(=O)NCC34CC5CC(CC(C5)C3)C4)C(=O)N(Cc3ccco3)C1=CCC(C)(C)C2 | . | 3 | . | -9 | 0 | . | i | . | .
CC(=O)Nc1cc(-c2cccc(C(=O)NCCN(C)C)c2)cn2c(-c3ccc(S(C)(=O)=O)cc3)cnc12 | -4 | 6 | -2 | 3 | 15 | -5 | . | 8 | i

Rows are unselected; any-hit rate near 3.9%.
